MBNL1-CUG inh: inhibitors of human MBNL1 binding to CUG repeat RNA | Q9NR56 | TR-FRET MBNL1-His/biotin-(CUG)12 binding, 665/545 ratio | Potency, µM (series often up to 57.5 µM), without a hit: at the top dose activity change, negative = inhibition, hits mostly inhibitors | 0.036% of 280,000 active | AID 2675; active means well fitted inhibition curve with a large enough effect in the signal ratio, with a control signal flat, not every such curve was filed as active; inconclusive means small, poorly fitted or top-dose-only effect, or effect the other way, or a change in a side signal; inactive means no such curve, though single readings can be large or run the other way; the % refers to the signal ratio; further: potency means the concentration at half of the fitted maximal effect; on the % scale 0 is the no-effect control and ±100 the full control effect
Target sequence (Q9NR56 whole entry, looked up): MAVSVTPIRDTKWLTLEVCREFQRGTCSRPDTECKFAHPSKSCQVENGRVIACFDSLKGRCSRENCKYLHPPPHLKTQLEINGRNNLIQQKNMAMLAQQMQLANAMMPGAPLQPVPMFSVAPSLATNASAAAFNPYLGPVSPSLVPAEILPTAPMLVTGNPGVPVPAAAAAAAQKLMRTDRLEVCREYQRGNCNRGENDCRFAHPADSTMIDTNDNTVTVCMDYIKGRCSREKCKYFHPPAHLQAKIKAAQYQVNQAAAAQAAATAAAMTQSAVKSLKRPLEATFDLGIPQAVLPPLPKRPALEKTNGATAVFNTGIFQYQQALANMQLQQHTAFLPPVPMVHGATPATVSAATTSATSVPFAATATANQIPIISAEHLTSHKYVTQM
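His-tagged MBNL1 binding to biotinylated (CUG)12 RNA was measured by TR-FRET using terbium anti-His antibody (0.055 ng/ul final) and streptavidin-XL665 (5 nM final). Compounds were titrated 92 nM to 58 uM; 60 min at room temperature.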
KCNH2 3.1 inh: KCNH2 3.1 (human) potassium channel inhibition; U2OS KCNH2 3.1, thallium flux FluxOr; hits give low values; activity change, % (tested at about 1.8 µM); 0.95% of 340,000 active; AID 720553;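 active means maximum activity change below -70%; inconclusive means maximum activity change from -70% to -50%; inactive means maximum activity change above -50%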;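 further: thallium influx rate constant from kinetic fluorescence after stimulation buffer; on the % scale 0 is the no-effect control and ±100 the full control effect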
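Kinetic fluorescence (2 min after stimulation buffer) measures Tl+ influx through KCNH2 3.1 expressed by viral transduction in U2OS cells; the rate constant is normalized against DMSO controls serving as positive and negative references.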
PKM2 activator: increases activity of human pyruvate kinase M2; P14618; purified PKM2, Kinase-Glo ATP luminescence, activation; response scale: 0% is enzyme alone, no compound; Potency, µM (top dose mostly 57.5 µM), without a hit: at the highest dose activation, actives largely listed as activators; 0.34% of 260,000 active; further: potency means the concentration at half of the fitted maximal effect; on the % scale 0 is the no-effect control and ±100 the full control effect; nearly all actives have a fitted effect of over 55% in size
Target sequence (P14618 whole entry, looked up): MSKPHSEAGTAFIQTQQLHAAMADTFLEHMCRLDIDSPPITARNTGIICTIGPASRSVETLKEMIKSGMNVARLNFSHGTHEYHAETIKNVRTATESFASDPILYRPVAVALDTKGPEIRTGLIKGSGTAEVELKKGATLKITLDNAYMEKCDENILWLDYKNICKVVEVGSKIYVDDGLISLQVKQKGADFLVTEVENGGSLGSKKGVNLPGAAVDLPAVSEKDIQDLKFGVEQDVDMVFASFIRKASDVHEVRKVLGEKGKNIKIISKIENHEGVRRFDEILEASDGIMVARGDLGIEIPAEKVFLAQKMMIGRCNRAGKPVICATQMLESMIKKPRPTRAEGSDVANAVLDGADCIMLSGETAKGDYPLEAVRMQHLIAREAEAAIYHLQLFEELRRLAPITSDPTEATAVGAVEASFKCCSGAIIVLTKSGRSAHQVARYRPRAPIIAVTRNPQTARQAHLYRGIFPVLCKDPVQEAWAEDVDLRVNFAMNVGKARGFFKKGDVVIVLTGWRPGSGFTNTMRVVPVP
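hPK-M2, >95% pure; 0.1 mM ADP / 0.5 mM PEP final; imidazole pH7.2 buffer w/ 7 mM MgCl2, 50 mM KCl; 1 h RT; Kinase-Glo lum. Intermediate enzyme activity for dual inhibitor/activator qHTS.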
Mito fusion yeast: blocks mitochondrial division or promotes mitochondrial fusion; 0.23% of 320,000 active; Potency, µM (top dose mostly 46.1 µM), for inactives: top-dose growth rescue (activation), usual class: activators; AID 485298; S. cerevisiae fusion-defective mutant growth rescue, CellTiterGlo 48 h;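 further: potency means the concentration at half of the fitted maximal effect; % of control where 0% means no effect; nearly all actives have a fitted effect of over 45% in size; temperature-sensitive fusion mutants such as fzo1-1 at 37 °C on non-fermentable ethanol glycerol medium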
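Yeast fusion mutant, YPEG (non-fermentable carbon), compound, 48 h at 37C non-permissive; CellTiterGlo added, 10 min RT, luminescence read. Rescued growth = division inhibition.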
Rab9 prom act: Rab9 promoter activation. Huh7 Rab9 promoter-luciferase reporter, luminescence, 24 h. Potency, µM (doses to about 9.22 µM), for the others: top-dose activation, negative = inhibition, hits mostly activators. 2.8% of 320,000 active. AID 485297; further: potency means the concentration at half of the fitted maximal effect; % of control where 0% means no effect; nearly all actives have a fitted effect of over 60% in size
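Cell-based reporter: Huh7 stable for Rab9 promoter-driven luciferase, plated in reduced-serum medium with 10% FBS at 1500 cells/well, compound-treated 24 h at 37 °C, luminescence read after 10 min reagent.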
Menin-MLL TR inh: inhibitors of human menin-MLL interaction, mutant MLL peptide | 0.23% of 270,000 active | Potency, µM (titrated, usually from 61.6 µM), for inactives: at the highest dose FP activity change, negative = inhibition, hits mostly inhibitors | Menin + Texas Red MLL mutant peptide, fluorescence polarization | AID 1768; active means well fitted inhibition curve with a large enough effect in the polarisation, with a control signal flat, not every such curve was filed as active; inconclusive means small, poorly fitted or top-dose-only effect, or effect the other way, or a change in a side signal; inactive means no such curve, though single readings can be large or run the other way; the % refers to the polarisation; further: potency means the concentration at half of the fitted maximal effect; % of control where 0% means no effect; many of its hits are not listed in these tables
Gal4-VP16 FLuc: counter-screen for ROR gamma inhibitors: Gal4-VP16 reporter; Drosophila S2 Gal4-VP16 UAS-luciferase, luminescence, 20 h; Potency, µM (series often up to 53.6 µM), without a hit: at the highest dose activity, negative = inhibition, actives largely listed as inhibitors; 3.5% of 310,000 active;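 further: Gal4-VP16 expression switched on by copper sulfate through the metallothionein promoter; potency means the concentration at half of the fitted maximal effect; on the % scale 0 is the no-effect control and ±100 the full control effect; nearly all actives have a fitted effect of over 50% in size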
NPC1 prom act: activators of NPC1 promoter; Huh7 NPC1 promoter luciferase reporter, 24 h; Potency, µM (highest dose often 9.22 µM), for the others: top-dose activation, usual class: activators; 2.4% of 320,000 active;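 further: potency means the concentration at half of the fitted maximal effect; % of control where 0% means no effect; nearly all actives have a fitted effect of over 60% in size; reporter is driven by a mutant NPC1 promoter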
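Compounds in DMSO were transferred onto Huh7 NPC1-luciferase reporter cells pre-incubated 2 h; after 24 h at 37 °C, Amplite reagent was dispensed and luminescence recorded 10 min later.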
FLuc counter: counter-screen for miR-21 project: firefly luciferase inhibitors or activators; P08659; purified FLuc, Km substrates, luminescence inhibition; Potency, µM (highest dose often 57.5 µM), for the others: at the top dose activity change, negative = inhibition, usual class: inhibitors; 6.9% of 360,000 active; AID 588342;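 further: potency means the concentration at half of the fitted maximal effect; plate controls were vehicle for no effect and reference inhibitor for full effect; nearly all actives have a fitted effect of over 55% in size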
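Purified P. pyralis luciferase (10nM final) with 10uM D-luciferin and 10uM ATP (Km levels) in 50mM Tris acetate pH 7.5, 10mM Mg acetate, 0.01% Tween-20, 0.05% BSA; qHTS 6-point titration, ~60 µM downward; luminescence read.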
ELG1 DNA repair: ELG1-dependent DNA repair inhibition | HEK293T ELG1-luciferase reporter, luminescence, 16 h; DNA damage induced by 5-fluorouridine | Potency, µM (titrated, usually from 46.1 µM), for inactives: at the highest dose activity change, negative = inhibition, most hits filed as inhibitors | 2.3% of 330,000 active; further: potency means the concentration at half of the fitted maximal effect; on the % scale 0 is the no-effect control and ±100 the full control effect; nearly all actives have a fitted effect of over 55% in size
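In this reporter screen, reduction of luminescence relative to DMSO vehicle indicated activity. Compounds and 5-fluorouridine were added together to 2,000 cells per well, incubated for 16 hr at 37 °C, then developed with ONE-Glo.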
RORg inh: blocks mouse ROR gamma transcriptional activity | Drosophila S2 Gal4-RORgamma UAS-luciferase reporter, 20 h | Potency, µM (series often up to 53.6 µM), without a hit: at the top dose activity change, negative = inhibition, actives largely listed as inhibitors | 5.4% of 310,000 active; further: potency means the concentration at half of the fitted maximal effect; on the % scale 0 is the no-effect control and ±100 the full control effect; nearly all actives have a fitted effect of over 60% in size
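A Gal4/UAS one-hybrid system in insect cells: metallothionein-promoter Gal4–ROR gamma fusion plus Photinus luciferase reporter. Copper sulfate 700 uM final, 20 hr ambient incubation, luminescent detection after 10 min with reagent.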
* hit, by the source's call; ? = inconclusive; . = not tested or not shown; [ ] = another dose, or the depositor's remark. Unless noted, the call rests on the fitted dose curve; in most records, active means well fitted curve in the direction sought with a large enough effect; inconclusive means small, poorly fitted or top-dose-only effect, or another doubt; inactive means no such curve, though single readings can be large; an effect the other way counts as inactive or inconclusive. A portion of the library; count on the stated rates, not on these rows.

SMILES	MBNL1-CUG inh	KCNH2 3.1 inh	PKM2 activator	Mito fusion yeast	Rab9 prom act	Menin-MLL TR inh	Gal4-VP16 FLuc	NPC1 prom act	FLuc counter	ELG1 DNA repair	RORg inh
Cc1ccc(-c2nc(CN3CCN(c4cnccn4)CC3)c(C)o2)o1	5%	-3	1%	5%	-4%	-19%	2%	-1%	8%	4%	12%
COC(=O)c1sc(N2C(=O)C(O)=C(C(=O)c3ccc(C)o3)C2c2ccco2)nc1C (centres undefined)	-8%	.	0%	0%	-5%	.	9%	2%	-1%	17%	-19%
CC(C)n1c(-c2ccncc2)n[nH]c1=S	2%	-9	-6%	-3%	-5%	5%	5%	-2%	-13%	-3%	13µM*
CCOC(=O)c1c(C)n(-c2ccc(C)cc2)c2ccc(O)c(CN(C)C)c12	-4%	-3	2%	-12%	-8%	?	?	-2%	-2%	0%	?
CCN(CC)CCn1c(SCC(=O)NCc2ccccc2)nc2c(sc3ccccc32)c1=O	10%	?	0%	0%	-7%	-16%	-3%[10 µM]	-4%	-1%	6%	10%
O=C1Nc2ccccc2OC1CC(=O)N1CCOCC1 (centres undefined)	8%	-16	-5%	1%	9%	1%	7%	-3%	0%	0%	22%
O=C(NC(=S)NCc1ccc(-c2nc3ccccc3s2)cc1)c1ccco1	25%	3	-17%	-1%	4µM*	-26%	5.6µM*	3.2µM*	2.7µM*	?	7.1µM*
COc1cc(CC2COC(c3ccc(O)c(OC)c3)C2COC(C)=O)ccc1O (centres undefined)	2%	6	?	3%	0%	.	0%	1%	-1%	-14%	18%
O=C(c1ccc(F)cc1)C1CCN(C(=O)c2ccc(F)cc2)CC1	-6%	-27	0%	6%	-8%	1%	-22%	0%	-4%	?	?
CCOc1cc(C(=O)NCCc2ccc(S(N)(=O)=O)cc2)cc(OCC)c1OCC	-5%	-90*	-6%	0%	-3%	.	-3%	-1%	0%	-14%	-14%
Cn1c(NN)nc2ccccc2c1=O	1%	-2	5%	-1%	-4%	-1%	26%	-5%	?	9%	?
S=C(Nc1ccccc1)N1CCOCC1	9%	-2	0%	4%	-1%	-3%	-2%	-3%	-1%	9%	-26%
COc1ccc(C(=O)Nc2cc(C)nn2-c2ccc(F)cc2)cc1	-6%	-2	2%	6%	-4%	14%	2%	-1%	5%	-8%	-12%
NC(=O)c1ccsc1NC(=O)COC(=O)c1cc(Cl)ccc1O	.	7	.	7%	-3%	.	.	-3%	4.3µM*	18%	.
CCOc1ccc(NCc2nnc(SCC(=O)Nc3cc(C)on3)n2-c2ccccc2OC)cc1	4%	.	15%	-6%	0%	?	-4%	-2%	6%	?	-11%
CCCn1c(C(C)Nc2nc(-c3ccc(C)cc3)cs2)nc2cc(Cl)c(Cl)cc21 (centres undefined)	0%	-9	0%	-11%	-1%	6%	-8%	-3%	2%	0%	11µM*
COc1cccc(C(=O)NC2CCCc3ccccc32)c1 (centres undefined)	-4%	0	1%	1%	-3%	?	4%	0%	0%	6%	14%[1.91 µM]
CNC(=S)n1cnc(N)n1	1%	3	0%	-1%	-3%	2%	7%	1%	3%	-24%	-28%
CCOc1ccc(N(CC(=O)NN=C2CCN(C)CC2)S(=O)(=O)c2ccc(Br)cc2)cc1	-4%	-14	-4%	0%	-1%	.	4%	0%	3%	5%	0%
CC(=O)N(c1ccccc1)c1nc(C)cc(C)c1C#N	-6%	11	0%	-4%	3%	0%	-6%	-3%	3%	4%	7%
Cc1ccc(-c2c(C(=O)N3CCOCC3)oc(=O)c3ccccc23)cc1	-21%	6	2%	2%	1%	-13%[11.7 µM]	0%	-1%	7%	1%	-16%
COCCNS(=O)(=O)c1ccc(SC)cc1	?	18	-10%	4%	-6%	-11%	-11%[0.365 µM]	2%	1%	4%	32%
CCOc1ncccc1C(=O)OCCCC(=O)c1ccc(Br)cc1	.	11	.	12%	2%	.	.	3%	3%	11%	.
COC(=O)c1c(NC(=O)c2ccccc2F)sc(C(=O)N2CCOCC2)c1C	1%	3	.	12%	6%	.	-5%	-1%	-3%	-10%	-24%
CC1(C)Cc2c(sc3[nH]c(=S)n(Cc4ccccc4)c(=O)c23)CO1	13%	-31	8%	0%	-8%	4%	0.89µM*	0%	-1%	?	8%

Quoted at random: 5 compounds from above.
SMILES	MBNL1-CUG inh	KCNH2 3.1 inh	PKM2 activator	Mito fusion yeast	Rab9 prom act	Menin-MLL TR inh	Gal4-VP16 FLuc	NPC1 prom act	FLuc counter	ELG1 DNA repair	RORg inh
CCOc1cc(C(=O)NCCc2ccc(S(N)(=O)=O)cc2)cc(OCC)c1OCC	-5%	-90*	-6%	0%	-3%	.	-3%	-1%	0%	-14%	-14%
COc1cc(CC2COC(c3ccc(O)c(OC)c3)C2COC(C)=O)ccc1O (centres undefined)	2%	6	?	3%	0%	.	0%	1%	-1%	-14%	18%
CCOC(=O)c1c(C)n(-c2ccc(C)cc2)c2ccc(O)c(CN(C)C)c12	-4%	-3	2%	-12%	-8%	?	?	-2%	-2%	0%	?
CCCn1c(C(C)Nc2nc(-c3ccc(C)cc3)cs2)nc2cc(Cl)c(Cl)cc21 (centres undefined)	0%	-9	0%	-11%	-1%	6%	-8%	-3%	2%	0%	11µM*
Cc1ccc(-c2c(C(=O)N3CCOCC3)oc(=O)c3ccccc23)cc1	-21%	6	2%	2%	1%	-13%[11.7 µM]	0%	-1%	7%	1%	-16%

More entries
SMILES	MBNL1-CUG inh	KCNH2 3.1 inh	PKM2 activator	Mito fusion yeast	Rab9 prom act	Menin-MLL TR inh	Gal4-VP16 FLuc	NPC1 prom act	FLuc counter	ELG1 DNA repair	RORg inh
O=C(CSc1nc2ncccc2[nH]1)c1cccc([N+](=O)[O-])c1	?	9	-7%	-20%	-1%	1%	?	-4%	-11%	1%	?
O=C(CC1CCOCC1)Nc1ccc(Cl)c(Cl)c1	-4%	5	-4%	7%	17%	29%	6%	1%	-13%	?	11%
COc1ccc2nc(C)cc(N/N=C/c3cccc(OC)c3O)c2c1	?	-7	-5%	0%	0%	-29%	11µM*	-4%	17µM*	2%	?
Cc1c(C(C)(C)O)[nH]c2cc(C(F)(F)F)ccc12	-1%	6	1%	9%	1%	11%	-19%	3%	1%	-5%	24%
Cc1c(O)c(=O)c2ccccc2n1C	58%[activator]	-8	1%	-5%	-9%	0%[11.7 µM]	4%[10 µM]	1%	2%	-4%	-13%[10 µM]
O=C(NC(NNc1ccc([N+](=O)[O-])cc1)(C(F)(F)F)C(F)(F)F)c1ccccc1Cl	?	2	5%	1%	0%	?	7%	10%	-11%	0%	37%
c1ccc(NC2=Nc3ccccc3CS2)cc1	-1%	-1	-7%	0%	3.2µM*	?	?	1.8µM*	2.7µM*	?	-2%
COc1ccc(S(=O)(=O)c2ccc(OCC3CO3)cc2)cc1 (centres undefined)	-10%	-12	?	-2%	-7%	-13%	-12%	-1%	2%	-13%	2%
CCCCN(CC)C(=O)c1cccc(Cl)c1	-13%	5	-3%	-1%	3%	-6%	-2%	0%	9%[2.3 µM]	13%	-2%
O=C(CSc1nnc(NC(=O)C2CC(=O)N(c3ccccc3)C2)s1)NCC1CCCO1 (centres undefined)	-1%	6	1%	-1%	11%	5%	5%	-3%	1%	7%	4%
O=S(=O)(CCc1nc2ccccc2[nH]1)c1ccc(Br)cc1	-1%[11.5 µM]	13	1%	-20%	-4%	3%	10%	-4%	2%	-23%	20%
CCOc1cccc(NC(=O)C2CC(=O)N(c3ccc(F)cc3)C2)c1 (centres undefined)	-10%	-4	-25%	-1%	1%	11%	4%	0%	-1%	8%	?
CCOc1ccccc1NC(=O)CN(c1ccc(Cl)cc1)S(C)(=O)=O	8%	-2	5%	12%	-4%	14%	-13%	0%	0%	-5%	11%
COc1ccc(-c2csc(/C(C#N)=C/Nc3ccc4c(c3)OCCO4)n2)cc1	-6%	5	-4%	-5%	-1%	?	-25%	-1%	4%	?	-34%
